ssDAF12 agonist: S. stercoralis DAF-12 nuclear receptor activators, primary screen, cell-based, luminescence, HEK293, GRIP1 co-expression, lit1-tk-luc. Nuclear hormone receptor DAF-12 (Strongyloides stercoralis). HEK293 ssDAF-12/GRIP1 lit1-tk-luc reporter; % of 3 µM dafachronic acid response. activation, % at 6.8 µM. 370,000 tested, 1% active;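 active = activation above the mean over all tested compounds plus 3 SD, cut at about 0.9% in these data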;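 note: 0% = DMSO-only wells and 100% = 3 µM delta7-dafachronic acid wells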
proKLK7 act: proKLK7 zymogen activators, primary screen, biochemical, fluorescence intensity | Kallikrein-7 (Homo sapiens), P49862 | purified proKLK7, EDANS-DABCYL substrate fluorescence; 100% is mature enzyme control, 0% vehicle | 370,000 tested, 0.9% active | AID 652039, 2013 | activation, % at 7 µM;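 active = activation above the mean of all tested compounds plus 3 SD, computed per campaign excluding outliers beyond control limits, cut at about 13% in these data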
Target sequence (P49862 whole entry, looked up): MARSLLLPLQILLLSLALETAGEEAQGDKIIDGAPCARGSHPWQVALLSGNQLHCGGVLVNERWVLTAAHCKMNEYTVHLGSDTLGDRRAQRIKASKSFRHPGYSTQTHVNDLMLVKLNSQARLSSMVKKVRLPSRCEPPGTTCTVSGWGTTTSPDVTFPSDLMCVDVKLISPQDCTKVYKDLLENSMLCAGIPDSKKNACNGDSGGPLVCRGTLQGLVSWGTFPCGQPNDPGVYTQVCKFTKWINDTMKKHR
hgDAF12 agonist: H. glycines DAF-12 receptor agonists, primary screen, cell-based, luminescence, HEK293, GAL4 fusion, UAS-luciferase; AID 687014, 2013; 370,000 tested, 1.8% active; HEK293 GAL4-hgDAF12 UAS-luciferase reporter, agonist luminescence; normalized to butyrate control; Nuclear hormone receptor DAF-12 (Heterodera glycines), GAL4 fusion; activation, % at 6.8 µM;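 active = activation above a cutoff set at the mean of all screened compounds plus 3 SD, cut at about 10% in these data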;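 note: 0% = DMSO wells and 100% = sodium butyrate wells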
NPR1 activator: GC-A stimulated cGMP production enhancers – HEK293 GC-A cells, cGMP TR-FRET, EC30 ANP, primary screen. Atrial natriuretic peptide receptor 1 (Homo sapiens), P16066. 0% at EC30 ANP, 100% saturating ANP. activation, % at 10 µM. 370,000 tested, 0.14% active. AID 1671463, 2021; in the data active = activation above about 40%
hcDAF12 agonist: H. contortus DAF-12 nuclear receptor activators, primary screen, cell-based, luminescence, HEK293, lit1-tk-luc reporter. HEK293 hcDAF-12 lit1-tk-luc reporter; 0% DMSO, 100% Δ7-dafachronic acid. activation, % at 6.8 µM. 370,000 tested, 1.4% active. AID 652067, 2013;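 active = activation above the mean of all tested compounds plus 3 SD, cut at about 5.5% in these data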;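 note: 100% = response to 3 µM Δ7-dafachronic acid high control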
HGIII-sPLA2 inh: human group III sPLA2 inhibitors, primary screen, biochemical, QFRET, BODIPY PC-A2 liposome substrate. Group 3 secretory phospholipase A2 (Homo sapiens), Q9NZ20. QFRET BODIPY PC-A2 liposome hydrolysis, fluorescence. inhibition, % at 12.2 µM. 370,000 tested, 0.56% active;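 active = inhibition above mean plus 3 SD of compounds lying within the high and low control bounds, cut at about 19% in these data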;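 note: 0% = median of test compound wells and 100% = no enzyme DMSO wells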
Target sequence (Q9NZ20 whole entry, looked up): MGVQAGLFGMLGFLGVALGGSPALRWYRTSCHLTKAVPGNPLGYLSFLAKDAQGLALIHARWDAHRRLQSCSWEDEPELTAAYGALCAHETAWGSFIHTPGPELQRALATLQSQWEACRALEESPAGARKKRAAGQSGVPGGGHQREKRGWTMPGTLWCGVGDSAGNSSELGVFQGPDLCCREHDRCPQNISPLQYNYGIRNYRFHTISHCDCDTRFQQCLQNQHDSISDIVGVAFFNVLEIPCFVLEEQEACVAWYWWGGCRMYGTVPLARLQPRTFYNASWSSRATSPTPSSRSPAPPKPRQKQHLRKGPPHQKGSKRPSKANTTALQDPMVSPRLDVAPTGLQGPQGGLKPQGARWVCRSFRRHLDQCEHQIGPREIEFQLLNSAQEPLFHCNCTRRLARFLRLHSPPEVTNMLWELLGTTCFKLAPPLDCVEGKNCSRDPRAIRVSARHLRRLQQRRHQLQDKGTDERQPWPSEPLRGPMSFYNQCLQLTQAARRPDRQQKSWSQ
DAX1 inh-1: DAX1 (NR0B1) inhibitors, primary screen, cell-based, HEK293, Gal4-DAX1, luciferase luminescence. Nuclear receptor subfamily 0 group B member 1 (Homo sapiens), P51843. HEK293 Gal4-DAX1 luciferase reporter. inhibition, % at 6.75 µM. 340,000 tested, 0.99% active. AID 504766, 2011;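 active = inhibition above the mean over all tested compounds plus 3 SD, cut at about 4.2% in these data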;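 note: 0% = DAX1-transfected cells with DMSO and 100% = empty-vector control cells with DMSO; inhibition shows as a rise in luminescence from relieved DAX1 repression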
Target sequence (P51843 207-470 limits assumed): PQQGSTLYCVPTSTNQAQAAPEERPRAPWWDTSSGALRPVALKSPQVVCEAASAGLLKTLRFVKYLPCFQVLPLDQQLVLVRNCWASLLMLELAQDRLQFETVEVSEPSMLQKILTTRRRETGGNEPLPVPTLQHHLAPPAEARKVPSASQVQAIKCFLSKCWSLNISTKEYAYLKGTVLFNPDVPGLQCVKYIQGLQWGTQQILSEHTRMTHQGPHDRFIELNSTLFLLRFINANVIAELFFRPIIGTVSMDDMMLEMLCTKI
DAX1 inh-2: DAX1 (NR0B1) inhibitors on StAR promoter, primary screen, cell-based, luminescence, SF-1 (NR5A1), full-length DAX-1 | AID 652010, 2013 | 370,000 tested, 1.1% active | inhibition, % at 6.8 µM | HEK293T StAR-luciferase reporter, SF-1/DAX-1 repression relief;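 active = inhibition above the mean over all tested compounds plus 3 SD, cut at about 3.6% in these data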;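 note: 0% = DAX-1 cells with DMSO and 100% = cells lacking DAX-1 with DMSO; higher inhibition means more luminescence from relief of DAX-1 repression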
SMARCA2 activ: SMARCA2 (BRM) function activators, primary screen, cell-based, luminescence, high throughput; MG213 cells, MMTV-luciferase reporter, dexamethasone, overnight; activation, % at 9.1 µM; 370,000 tested, 1% active; in the data active = activation above about 7.8%;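 note: 0% = vehicle wells and 100% = reference activator wells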
GAA850 FXN act: FXN promoter activators, primary screen, cell-based, luciferase luminescence, HEK293 lucGAA850; HEK293 lucGAA850 FXN promoter luciferase reporter, 24 h; percent of 10 µM SAHA response; activation, % at 6 µM; 360,000 tested, 0.56% active;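 active = activation above the average of all compounds screened plus 3 SD, cutoff fixed separately per campaign, cut at about 7.5% in these data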;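 note: 0% = DMSO wells and 100% = 10 µM SAHA wells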
NPR2 activator: human GC-B receptor activators, primary screen, HEK293 GC-B cells, cGMP TR-FRET, EC30 CNP; activation, % at 10 µM; AID 1920062, 2024; 0% at EC30 CNP, 100% saturating CNP; 370,000 tested, 0.11% active;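 active = activation at 10 µM reaching about 35% in either raw or pattern-adjusted values, limit read from the data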
* hit, by the source's call; / = no result given.

compound,ssDAF12 agonist,proKLK7 act,hgDAF12 agonist,NPR1 activator,hcDAF12 agonist,HGIII-sPLA2 inh,DAX1 inh-1,DAX1 inh-2,SMARCA2 activ,GAA850 FXN act,NPR2 activator
Cc1cc(C)cc(N(C(=O)c2csnn2)C(C(=O)NC(C)(C)C)c2ccccn2)c1 (stereo unspecified),-1.2,-0.1,1.4,-14,-0.2,-2,-0.2,-0.5,0,-0.5,-1
O=C(Nc1cccc(Br)c1)C1CC(=O)N(C2CCCC2)C1 (stereo unspecified),-0.6,-1.0,1.0,0,3.9,-1,0.7,0.5,-1,1.2,0
CC(C)N=C1CC(C)(C)CC(=O)/C1=C(/O)CCCN1C(=O)c2ccccc2C1=O,-1.4,-0.3,0.6,0,-0.1,-2,-0.4,-0.4,-1,1.1,-3
COC(=O)C[C@H]1C=C[C@@H](NC(=O)Nc2c(C)noc2C)[C@@H](CO)O1,-1.0,0.3,1.3,1,-1.8,0,/,0.8,-1,/,-1
Cc1c(Cl)cccc1NC(=O)CSC(N)=O,-1.1,0.8,0.6,-4,-0.1,1,-0.5,-0.1,4,1.1,5
O=C1c2ccccc2C(=O)N1CCC(=O)N1CCc2ccccc21,-0.7,-0.1,2.6,0,-0.1,4,0.7,0.2,-1,-0.9,0
Cc1ccc(O)c(NC(=O)Cc2ccc3ccccc3c2)c1,-1.8,-0.6,-4.3,-4,0.1,-18,-0.4,-0.1,-1,5.4,-4
Nc1nc2c(ncn2-c2ccccc2)c(=O)[nH]1,-1.2,-0.3,-1.3,14,3.6,-1,-0.9,0.9,-2,1.5,11
CCc1n[nH]c(=S)n1/N=C/c1ccccn1,-1.1,0.3,-1.0,3,-1.1,8,-0.2,-0.1,-2,1.6,4
c1ccc2c(c1)nnn2CNc1nccs1,-0.8,0.0,-1.9,2,0.3,-5,1.1,-0.1,3,-1.6,-2

Reformatted: 2 of the compounds above
Below each compound: ssDAF12 agonist	proKLK7 act	hgDAF12 agonist	NPR1 activator	hcDAF12 agonist	HGIII-sPLA2 inh	DAX1 inh-1	DAX1 inh-2	SMARCA2 activ	GAA850 FXN act	NPR2 activator
Cc1cc(C)cc(N(C(=O)c2csnn2)C(C(=O)NC(C)(C)C)c2ccccn2)c1 (stereo unspecified)
  -1.2	-0.1	1.4	-14	-0.2	-2	-0.2	-0.5	0	-0.5	-1
O=C(Nc1cccc(Br)c1)C1CC(=O)N(C2CCCC2)C1 (stereo unspecified)
  -0.6	-1.0	1.0	0	3.9	-1	0.7	0.5	-1	1.2	0

Continuation:
compound,ssDAF12 agonist,proKLK7 act,hgDAF12 agonist,NPR1 activator,hcDAF12 agonist,HGIII-sPLA2 inh,DAX1 inh-1,DAX1 inh-2,SMARCA2 activ,GAA850 FXN act,NPR2 activator
COc1ccc(NC(=O)C2CCCN(C(=O)Nc3cccc(OC)c3)C2)cc1 (stereo unspecified),-1.3,-0.3,0.6,0,-1.0,4,-0.3,-0.1,-1,1.5,2
O=C1c2ccccc2C(O)(c2ncc[nH]2)N1C1CCCCC1 (stereo unspecified),-1.2,-0.1,0.6,1,-0.5,6,-1.5,0.0,-1,-0.1,1
C/C(=N\Nc1ccc([N+](=O)[O-])cc1)c1cc2ccccc2o1,-1.3,0.1,3.7,1,6.4*,-5,-0.1,0.3,7,2.6,-13
CCCCN(C(=O)C1=COCCO1)c1c(N)n(Cc2ccccc2)c(=O)[nH]c1=O,-0.3,0.3,-1.5,1,0.5,8,0.4,-0.4,-1,2.6,10
CN(Cc1ccccc1)C(=O)C1CCN(S(=O)(=O)c2ccc3nc4c(c(C(=O)O)c3c2)CCCC4)CC1,-0.4,-1.3,-0.3,-7,0.3,-12,-0.2,0.1,0,-0.4,0
Cn1c(=O)c2c(nc(CN3CCN(C(=O)c4ccco4)CC3)n2Cc2ccccc2)n(C)c1=O,-1.3,-0.1,-1.4,-2,-1.0,-3,0.2,0.3,-1,1.8,0
O=C(NCCc1c[nH]c2ccccc12)C(=O)NCC1OCCN1S(=O)(=O)c1cc(F)ccc1F (stereo unspecified),-1.2,0.9,-1.9,-1,0.2,-47,-1.3,0.0,0,2.3,-5
CCCCCCC(=O)N(O)C1CC(=O)N(c2ccc(F)cc2)C1=O (stereo unspecified),-1.1,0.1,6.0,8,-0.2,-9,-1.0,0.7,1,3.9,2
Cc1cccc(-n2nc3c(c2NC(=O)C(C)C)CS(=O)(=O)C3)c1C,-1.1,-0.1,-2.0,1,1.2,-3,0.0,-0.6,-3,1.8,4
O=C(N[C@H]1C/C=C\C[C@H](CC(=O)N(CCO)Cc2ccccc2)C(=O)N[C@H](Cc2c[nH]c3ccccc23)COC1=O)OCC1c2ccccc2-c2ccccc21,-1.4,0.3,1.0,2,-1.0,-29,-0.4,0.0,0,1.5,-4
O=C(O)Cc1sc(-c2ccc(Cl)cc2)nc1-c1ccccc1,-1.1,0.6,-1.2,-2,-0.3,-14,-1.0,0.1,2,-0.4,0
C=CCNC(=O)CSc1nc2scc(-c3ccco3)c2c(=O)n1CC=C,-2.0,-1.5,-2.9,2,-0.4,-1,-1.0,-0.2,0,-0.2,-1
COCCn1nnnc1C(c1cc2ccc(C)cc2[nH]c1=O)N(Cc1ccco1)Cc1cccs1 (stereo unspecified),-0.3,0.0,-1.2,-3,0.9,3,-0.5,0.9,0,2.5,1
CCN(C(=O)COC(=O)CCOc1cccc(C)c1)c1c(N)n(Cc2ccccc2)c(=O)[nH]c1=O,-0.6,0.5,-1.6,-2,-0.7,-5,0.2,0.4,0,-1.0,1
CC1CCCCC12NC(=O)N(CC(=O)Nc1sc3c(c1C(N)=O)CCC3)C2=O (stereo unspecified),-0.9,0.8,-2.1,-3,-1.9,-8,1.1,-0.4,0,-1.1,6
CN(CCc1ccccc1)C(=O)c1ccc(NC(=O)Cc2ccc([N+](=O)[O-])cc2)cc1,-2.0,0.7,-5.7,0,-2.4,-38,-0.2,-1.5,-1,2.3,-1
CCOc1ccc(OCC)c(NC(=O)CSc2nnc(C3CC3)n2CC)c1,-1.5,-0.1,1.5,6,0.1,5,0.3,0.0,-1,0.2,0
O=C(CN1C(=O)c2ccccc2C1=O)NCc1ccc(N2CCOCC2)cc1,-0.2,0.7,-0.8,0,1.6,-6,1.6,0.7,4,-1.2,-2
CCC1(C)COC(c2ccc3c(c2)OCO3)OC1 (stereo unspecified),-1.4,0.1,-1.0,-5,0.4,3,2.8,0.0,0,0.8,2
O=C(CCN1C(=O)C2C3CCC(C3)C2C1=O)OCC(=O)c1ccccc1 (stereo unspecified),-1.0,0.0,3.2,-1,-0.1,3,1.0,-0.7,3,4.1,1

A few values from the list:
COCCn1nnnc1C(c1cc2ccc(C)cc2[nH]c1=O)N(Cc1ccco1)Cc1cccs1 (stereo unspecified) – proKLK7 act = 0.0
CN(CCc1ccccc1)C(=O)c1ccc(NC(=O)Cc2ccc([N+](=O)[O-])cc2)cc1 – NPR2 activator = -1
CCOc1ccc(OCC)c(NC(=O)CSc2nnc(C3CC3)n2CC)c1 – SMARCA2 activ = -1
O=C(CCN1C(=O)C2C3CCC(C3)C2C1=O)OCC(=O)c1ccccc1 (stereo unspecified) – proKLK7 act = 0.0

Later entries:
compound,ssDAF12 agonist,proKLK7 act,hgDAF12 agonist,NPR1 activator,hcDAF12 agonist,HGIII-sPLA2 inh,DAX1 inh-1,DAX1 inh-2,SMARCA2 activ,GAA850 FXN act,NPR2 activator
COc1cccc(CC(=O)Nc2ccc(S(=O)(=O)Nc3nccs3)cc2)c1,-1.1,0.3,-0.7,4,-2.0,-21,1.2,0.9,8.4*,0.0,3
COc1cc(/C=N\NC(=O)c2ccc(-c3ccccc3)cc2)cc(OC)c1OC(C)=O,-1.5,0.5,-0.1,3,0.3,-2,0.4,0.8,2,1.0,-1
c1ccc(CNc2ncnc3sc4c(c23)CCC4)nc1,-0.8,0.8,-2.2,3,-1.2,-2,-0.5,-0.7,-1,2.4,5
O=C(NCCOc1ccccc1)C1=CC=CN2CCS(=O)(=O)N=C12,-0.8,1.2,-1.2,3,-0.2,0,1.0,-0.6,-3,1.5,0
C/C(=N/NC(=O)c1nnn(-c2nonc2N)c1CSc1ccc(C)cc1)c1ccncc1,-1.7,0.3,2.9,-3,-0.7,6,1.6,0.7,-1,0.4,1
COCC1CCCCN1C(=O)c1cc(COc2ccc(C)c(C)c2)on1 (stereo unspecified),0.0,0.0,7.9,-1,1.0,-18,2.5,2.3,2,1.6,-8
NC(=S)c1ncc(C(F)(F)F)cc1Cl,-1.5,-0.1,-0.3,1,-0.1,6,1.2,0.1,8.6*,-0.9,-4
COc1ccc(-n2c(=O)c3ccccc3n(CC(=O)NCC3CCCO3)c2=O)cc1 (stereo unspecified),-1.2,-0.3,-1.4,3,1.7,7,0.1,-0.5,0,-1.7,0
Cc1ccc(C(=O)N2CC(=O)Nc3ccccc32)o1,-1.4,0.6,2.2,3,0.6,6,-1.0,0.1,-3,-1.8,7
Cc1cccc(C(=O)O[C@H]2[C@H](C)NS(=O)(=O)[C@H]3CC4C=C[C@]23O4)c1,-0.9,0.2,2.0,0,-0.7,4,-0.1,-0.3,1,0.7,3
COc1ccc(C(=S)N2CCCC2)cc1OC,-1.3,-0.1,-1.1,2,-0.8,3,-0.1,-0.6,0,-0.5,6

Screens: PubChem BioAssay, several laboratories
